Assay outcomes (PubChem)
IL-1B inflam inh = blocks inflammasome-driven IL-1 beta release | THP-1 LPS/ATP IL-1B secretion, AlphaLISA, 16 h; hits give low values | activity change, % at 57.5 µM | 360,000 compounds, 4.7% hits | AID 743279; in the data active = activity change below about -50%; inconclusive = mostly about -30% to -49%; note: % is set by controls: 0 for no effect and ±100 for the full control effect
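THP-1 cells pretreated 1 hr with compounds (up to 57.5 uM final), then stimulated with LPS (250 ng/mL final) plus ATP (1.25 mM final); secreted IL-1B measured by AlphaLISA after 16 hr, decreased signal indicating inhibition.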
S2 tox = viability counter-screen for ATXN expression inhibitors; AID 651635; S2 cells (HEK-293 line with an ATXN2-luciferase reporter) viability, CellTiter-Fluor protease fluorescence, 24 h; 400,000 compounds, 0.49% hits; Potency, µM (highest dose often 56.7 µM), most hits filed as cytotoxic; note: potency is the fitted concentration of half-maximal effect; nearly all actives have a fitted effect of over 40% in size
HepG2 viability = counter-screen for TGF-b inhibitors: cytotoxicity in HepG2 cells. Potency, µM (top dose mostly 46.1 µM), inactives show at the highest dose activity change, negative = cytotoxicity, hits mostly cytotoxic. AID 588856. 410,000 compounds, 0.76% hits. HepG2 CAGA-GFP viability, ATP luminescence, 18 h; note: potency is the fitted concentration of half-maximal effect; some results filed as inactive show a strong effect at the top dose
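CellTiter-Glo luminescence gave cytotoxicity after 18 hours at 37 degrees C. The cells were HepG2 CAGA-GFP in 1% FBS DMEM, stimulated with 500 pg/mL TGF-beta after compound addition. %Activity was normalised to no-cell wells (complete cell-killing) and DMSO (no toxicity), and curves were fitted and classified.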
TGFb inhibitor = blocks TGF-b signaling | HepG2 CAGA-GFP TGF-b/SMAD3 reporter, GFP fluorescence, 18 h; TGF-beta stimulated, 500 pg/mL final | Potency, µM (series often up to 46.1 µM), without a hit: at the top dose activity, negative = inhibition, most hits filed as inhibitors | 410,000 compounds, 1.2% hits; note: potency is the fitted concentration of half-maximal effect; % is set by controls: 0 for no effect and ±100 for the full control effect; nearly all actives have a fitted effect of over 65% in size
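Inhibition of TGF-beta-driven CAGA-GFP reporter expression in HEPG2 cells is measured by cellular GFP fluorescence after 18 h stimulation with 500 pg/mL recombinant TGF-beta in 1% FBS medium at 37 degrees C.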
MCF10A rereplic = induces DNA re-replication in MCF 10a normal breast cells; MCF 10A DNA re-replication, Hoechst nuclear intensity, 48 h; Potency, µM (top dose mostly 46.1 µM), inactives show top-dose activity, positive = re-replication, most hits filed as activators; 350,000 compounds, 2.9% hits; AID 624296; note: potency is the fitted concentration of half-maximal effect; % of control where 0% means no effect; nearly all actives have a fitted effect of over 50% in size
A549 tox = counter-screen for Nrf2 inhibitors: cytotoxicity in A549 cells; A549 ARE-Fluc cells, CellTiter-Fluor viability, 18-24 h; Potency, µM (doses to about 46 µM), for the others: at the top dose activity change, negative = cytotoxicity, hits mostly inhibitors; 390,000 compounds, 0.16% hits; AID 504648; note: potency is the fitted concentration of half-maximal effect; % is set by controls: 0 for no effect and ±100 for the full control effect
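A549 ARE-Fluc cells in 5% FBS OPTI-MEM, 5000 cells/well, rested 2 h then exposed to compounds in concentration-response for 18-24 h at 37 °C. Viability by CellTiter-Fluor fluorescence (Ex 405/Em 525) after 30 min; luciferase luminescence (BugLite, 15 min, RT) read afterwards.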
Nrf2 block = blocks Nrf2 signaling; A549 ARE-Fluc reporter, luciferase luminescence, 18-24 h; 360,000 compounds, 2.1% hits; Potency, µM (highest dose often 46 µM), for the others: top-dose activity change, negative = inhibition, most hits filed as inhibitors; note: potency is the fitted concentration of half-maximal effect; % is set by controls: 0 for no effect and ±100 for the full control effect; nearly all actives have a fitted effect of over 60% in size
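A549 ARE_Fluc cells (5000/well, 5% FBS OPTI-MEM) pre-incubated 2 h, then treated with compounds 18-24 h at 37C/5% CO2 in concentration-response. CellTiter-Fluor viability read first; BugLite luciferase luminescence after 15 min at room temperature gives Nrf2 activity.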
ATXN2 expr inh = inhibitors of ATXN2 expression; HEK-293 ATXN2-luciferase reporter, luminescence, 24 h; Potency, µM (top dose mostly 57 µM), for inactives: at the top dose activity change, negative = inhibition, hits mostly inhibitors; 360,000 compounds, 0.72% hits; AID 1745845; note: potency is the fitted concentration of half-maximal effect; % is set by controls: 0 for no effect and ±100 for the full control effect; nearly all actives have a fitted effect of over 55% in size
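ATXN2-luciferase reporter cells (luciferase flanked by upstream and downstream ATXN2 gene portions) were treated 24 h at 37 °C with compounds at up to 57 uM. SteadyGlo luminescence gave expression; GF-AFC fluorescence gave viability.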
Nrf2 ARE act = activates Nrf2 signaling. AREc32 ARE-luciferase reporter (MCF7-derived line), luminescence, 24 h. Potency, µM (series often up to 46.1 µM), for inactives: top-dose activation, hits mostly activators. 410,000 compounds, 0.31% hits; note: potency is the fitted concentration of half-maximal effect; % of control where 0% means no effect; nearly all actives have a fitted effect of over 65% in size
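Cells of the AREc32 ARE-luciferase line are plated in OPTI-MEM containing 5% FBS and left overnight at 37 deg C. Compounds are pinned in, incubation continues 24 hr, and firefly luciferase signal is then measured.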
* hit, by the source's call; i = inactive; ? = inconclusive; . = no result given; [ ] = dose if it differs, or a comment. Unless noted, calls come from the whole dose curve; as a rule, active = well fitted curve in the direction sought with a large enough effect; inconclusive = small, poorly fitted or top-dose-only effect, or another doubt; inactive = no such curve, though single readings can be large; an effect the other way counts as inactive or inconclusive.

Values in the order: Nrf2 ARE act | MCF10A rereplic | S2 tox | TGFb inhibitor | HepG2 viability | ATXN2 expr inh | A549 tox | IL-1B inflam inh | Nrf2 block
CCOC(=O)c1c(C)[nH]c(C)c1S(=O)(=O)N1CCC(C(=O)NCc2ccc(N(C)C)cc2)CC1
    0.0% | . | i | -22.0% | -1.0% | -4.5% | -0.5% | . | ?
CC(C)(C)n1cc(S(=O)(=O)c2ccccc2)[nH]c1=O
    -0.2% | -12.2% | i | 9.8% | 6.3% | 0.3% | -2.0% | 26.0 | ?
COc1ccc(CC(=O)NC(C)c2nnc(SCc3nc4ccccc4c(=O)[nH]3)n2C)cc1 (stereo not given)
    0.0% | -0.7% | i | -21.3% | -75.3% | -8.3% | 0.9% | 3.1 | -6.4%
CCc1ccccc1N(C)C(=O)c1cnc(N2CCOCC2)c2ccccc12
    3.5% | . | . | 33.1%[activator] | -1.6% | . | 12.8% | . | .
COc1ccc(NCc2cc(=O)oc3cc(NC(C)=O)ccc23)cc1
    -0.1% | -3.6% | i | 35.9%[activator] | 13.6% | 16.8% | 2.7% | -9.2 | -0.8%
O=S(N1CCc2ccccc21)C12CC3CC(CC(C3)C1)C2 (stereo not given)
    -0.5% | 1.2% | i | -23.3% | -41.5% | -27.5% | -6.4% | ? | -5.8%
CC(C)(C)NC(=O)CN(C(=O)Cn1nnc(-c2ccccc2F)n1)c1cccc2c1CCCC2
    2.0% | 15.0% | i | ? | -2.5% | -8.1% | ? | -0.5 | ?
Cc1cc(C)c(C)c(S(=O)(=O)NCc2cccnc2)c1C
    -0.2% | 2.3% | i | 8.2% | -1.0% | -4.1% | -0.9% | 19.6 | 1.4%
Cc1cc2oc(=O)cc(Cn3ccnc3)c2cc1C
    -0.9% | 10.1% | i | 4.2% | -2.0% | -1.0% | 2.5% | 5.6 | -25.5%
O=S(=O)(c1ccc2c(c1)OCCO2)N1CCC(c2nc3ccc(Cl)cc3[nH]2)CC1
    4.0% | ? | ? | ? | -50.4% | 15.8µM* | ? | -71.6* | 4.61µM*
COc1ccc(C=NNC(=O)CCCC(=O)NN=Cc2ccc(OC)c(O)c2)cc1O
    0.4% | -5.2% | ? | -14.5% | -26.5% | -5.9% | -1.0% | -12.6 | 10.6%
Cc1c(C(=O)O)cccc1-c1ccc(/C=C2/NC(=O)N(c3ccccc3)C2=O)o1
    1.9% | ? | ? | -10.4% | -7.6% | . | ? | -2.7 | 1.8%
COc1ccc(OC)c(Nc2cc(C)c3ccccc3n2)c1
    -0.7% | ? | i | ? | -35.8% | . | -3.6% | -5.7 | -4.8%
Cc1ccc(NC(=S)NCc2ccc(S(N)(=O)=O)cc2)c(C)c1
    -0.6% | -3.8% | i | -0.1% | 6.2% | 27.8% | 4.5% | 3.7 | 6.3%
CCCCc1nc2ccccc2n1CC(=O)N(COCC)c1c(C)cccc1CC
    0.2% | . | i | ? | -31.1% | -10.3% | ? | . | -17.8%
S=c1[nH]nc(C2COc3ccccc3O2)o1 (stereo not given)
    1.7% | ? | i | 0.0% | -3.4% | 5.6% | -3.8% | 11.5 | 8.0%
SC(COCc1ccccc1)CN1CCN(Cc2ccc3c(c2)OCO3)CC1 (stereo not given)
    3.1% | 9.0% | i | -2.8% | -27.9% | -14.3% | -5.5% | -11.1 | 24.7%
Cc1ccc(Cn2c(CN3CCC(C(=O)NCCc4ccccc4)CC3)cc3ccccc32)cc1
    20.2% | . | ? | ? | -96.7% | ? | -17.6% | . | .
Nc1nc(N)nc(-c2cc(C(F)(F)F)ccc2Cl)n1
    0.2% | 6.5% | i | -29.3% | -11.3% | 9.4% | 0.3% | 35.7 | 6.8%
CN(C)c1ccc(C2/C(=C(/O)c3ccccc3)C(=O)C(=O)N2CCCC(=O)O)cc1 (stereo not given)
    -0.2% | 1.3% | i | -16.8% | 3.4% | -1.7% | -4.4% | -4.3 | 9.7%
COc1ccc(C2c3ccc4ccccc4c3Oc3ncn(CCO)c(=N)c32)cc1OC (stereo not given)
    0.3% | -1.3% | ? | -3.9% | 0.3% | . | -23.0% | ? | ?
BrC(=C\c1ccccc1)/C=N/Nc1nc2ccccc2[nH]1
    ? | 8.2µM* | i | ? | 11.8% | 0.9% | -12.6% | -28.6 | 27.8%
O=C(Nc1ccc(S(=O)(=O)N2CCCC2)cc1)c1ccc(F)cc1
    -0.1% | 1.1% | i | 2.2% | 1.1% | -1.4% | 1.7% | 39.0 | -0.6%
Cc1cc(N2C(=O)C(O)=C(C(=O)c3ccco3)C2c2ccc([N+](=O)[O-])cc2)no1 (stereo not given)
    2.5% | 9.0% | i | -5.5% | -5.6% | 6.7% | -15.2% | 3.0 | 3.1%
OC(CNCc1cccnc1)COc1ccc2ccccc2c1 (stereo not given)
    -0.1%[9.22 µM] | -8.7% | i | 21.2% | -12.4% | -13.9% | 0.9% | -21.7 | 5.4%
CC(C)C[C@@]12C(=O)N(c3cccc(F)c3)C(=O)N1[C@H](c1ccc(F)cc1)[C@@H]1C(=O)N(C3CCCCC3)C(=O)[C@@H]12
    -0.4% | -30.6%[inhibitor] | i | ? | 0.2% | 1.7% | 4.7% | -4.1 | 2.1%
COc1ccc(-c2nc3scc(CCNS(=O)(=O)c4c(C)noc4C)n3n2)cc1OC
    7.1% | . | . | ? | -22.6% | . | 5.7% | . | .
Cc1[nH]n(-c2ccccc2)c(=O)c1C=Nc1cnc2ccccc2c1
    -0.1% | -2.3% | i | -22.5% | -46.2% | 8.5% | -9.4% | 7.1 | 21.8%
Cc1ccc2cc(CN(C(=O)c3cccnc3)C(C)C)c(=O)[nH]c2c1
    -0.2% | ? | i | -1.3% | -8.3% | 5.4% | -1.6% | 11.7 | .
CC1(C)Cc2c(ccc3ccccc23)C(c2cc3ccccc3oc2=O)=N1
    0.6% | 13.3% | . | -15.1% | -22.9% | . | ? | -25.0 | -7.6%

Laid out differently: entries from further up
SMILES: CCOC(=O)c1c(C)[nH]c(C)c1S(=O)(=O)N1CCC(C(=O)NCc2ccc(N(C)C)cc2)CC1
  Nrf2 ARE act: 0.0% | MCF10A rereplic: . | S2 tox: i | TGFb inhibitor: -22.0% | HepG2 viability: -1.0% | ATXN2 expr inh: -4.5% | A549 tox: -0.5% | IL-1B inflam inh: . | Nrf2 block: ?

SMILES: CC(C)(C)n1cc(S(=O)(=O)c2ccccc2)[nH]c1=O
  Nrf2 ARE act: -0.2% | MCF10A rereplic: -12.2% | S2 tox: i | TGFb inhibitor: 9.8% | HepG2 viability: 6.3% | ATXN2 expr inh: 0.3% | A549 tox: -2.0% | IL-1B inflam inh: 26.0 | Nrf2 block: ?

SMILES: COc1ccc(CC(=O)NC(C)c2nnc(SCc3nc4ccccc4c(=O)[nH]3)n2C)cc1 (stereo not given)
  Nrf2 ARE act: 0.0% | MCF10A rereplic: -0.7% | S2 tox: i | TGFb inhibitor: -21.3% | HepG2 viability: -75.3% | ATXN2 expr inh: -8.3% | A549 tox: 0.9% | IL-1B inflam inh: 3.1 | Nrf2 block: -6.4%

Continued.
Values in the order: Nrf2 ARE act | MCF10A rereplic | S2 tox | TGFb inhibitor | HepG2 viability | ATXN2 expr inh | A549 tox | IL-1B inflam inh | Nrf2 block
COc1cc(OC)c(NC(=O)c2cnc(N3CCCC3)nc2C)cc1Cl
    3.3% | . | i | -12.2% | -15.2% | 1.9% | 0.3% | . | .
COc1cc(NC(=O)NC2Cc3ccccc3C2)cc(OC)c1
    0.0% | -0.7% | i | -15.8% | -7.6% | . | -8.2% | -0.9 | -0.9%
Cc1ccc(Cl)cc1NC(=S)N1CCCCCC1
    -0.6% | 2.7% | i | -1.5% | -10.9% | -1.2% | -8.0% | 15.0 | -9.8%
CCOc1ccc(CC(=O)NC2CC(=O)N(c3cccc(F)c3)C2)cc1 (stereo not given)
    -1.4% | . | . | 0.0% | 4.8% | . | 13.9% | . | .
Cc1cc(C(=O)OCC(=O)Nc2ccccc2)c(C)o1
    6.1% | -30.5%[inhibitor] | i | 0.5% | -4.9% | -17.8%[11.3 µM] | 7.8% | -23.7 | -10.0%
COc1cccc(N2CCN(C(=O)c3cnn(-c4ccccc4Cl)c3C3CCN(C(=O)OC(C)(C)C)CC3)CC2)c1
    4.9% | . | . | ? | -31.8% | . | ? | . | ?
COCCN(CCOC)C(=S)Nc1ccccc1
    -0.1% | -3.3% | i | -1.6% | -3.7% | -3.6% | 3.7% | -1.1 | -6.2%
CC1(C)C(=O)OC(c2cccn2-c2ccc([N+](=O)[O-])cc2)C2(CCCCC2)C1=O (stereo not given)
    -0.3% | 1.4% | i | 0.0% | -0.2% | -3.3% | 8.4% | 7.2 | 5.4%
CN(C(=S)NCCN1CCOCC1)C(c1ccccc1)c1ccccc1
    -0.2% | 14.3% | i | ? | -25.2% | . | ? | -5.9 | 18.1%
CC(=Nc1ccc(C)cc1C)c1sc2ccccc2c1O
    -0.5% | ? | . | 1.2% | 3.6% | . | -6.8% | -8.3 | ?
CC12C(=O)N(c3nccs3)C(=O)C1C1C=CC2C1 (stereo not given)
    0.3% | -3.0% | i | 5.2% | 6.5% | 0.8% | 17.1% | -24.5 | ?
CC(C)(C)n1ncc2c(=O)n(CC(=O)NCc3ccc(F)cc3)cnc21
    0.3% | ? | i | 20.0% | 0.6% | -28.1% | ? | 36.9 | ?
COc1ccc(-c2cc(C(C)=O)c(C)n2CCC(=O)Nc2ccc(C(F)(F)F)cc2)cc1
    9.2% | . | . | 0.0% | -40.6% | . | -14.5% | . | .
CC(C)Oc1ccccc1C1CC(=O)Nc2cc3c(cc21)OCO3 (stereo not given)
    -0.6% | 0.517µM* | ? | ? | -12.3% | -8.6% | ? | -3.5 | 7.31µM*
O=C(NNC(=O)c1ccco1)c1csc(N2CCOCC2)n1
    2.3% | 1.4% | ? | ? | -0.1% | 6.6% | -0.7% | 1.9 | ?
